FLuc inh counter: inhibits firefly luciferase, flagging false hits in luciferase inhibition screens; 1.5% of 200,000 active; ATPLite firefly luciferase biochemical luminescence, 10 min; P08659; inhibition, % at 10 µM; AID 1006;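 active = inhibition above about 50% when tested at 10 µM, limit read from the data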
Target sequence (P08659 whole entry, looked up): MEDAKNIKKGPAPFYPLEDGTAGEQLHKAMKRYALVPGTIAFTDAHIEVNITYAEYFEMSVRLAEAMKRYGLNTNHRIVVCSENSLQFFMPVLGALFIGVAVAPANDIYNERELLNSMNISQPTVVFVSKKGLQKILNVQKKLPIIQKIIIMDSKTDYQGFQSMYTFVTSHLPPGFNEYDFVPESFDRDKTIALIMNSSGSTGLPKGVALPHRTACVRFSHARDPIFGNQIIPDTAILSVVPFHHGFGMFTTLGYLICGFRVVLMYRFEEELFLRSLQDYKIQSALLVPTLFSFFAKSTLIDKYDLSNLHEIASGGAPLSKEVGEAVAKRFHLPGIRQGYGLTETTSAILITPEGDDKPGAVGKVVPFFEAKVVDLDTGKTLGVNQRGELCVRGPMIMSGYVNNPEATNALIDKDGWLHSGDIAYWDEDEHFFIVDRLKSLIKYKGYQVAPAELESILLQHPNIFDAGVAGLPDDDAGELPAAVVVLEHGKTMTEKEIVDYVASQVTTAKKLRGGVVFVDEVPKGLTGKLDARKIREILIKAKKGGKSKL
bIAP inhibitor: intestinal alkaline phosphatase (bovine) inhibition; purified bovine IAP, CDP-star luminescence, 30 min; inhibition, % at 20 µM; 190,000 tested, under 10 active;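 active = over 50% inhibition of intestinal alkaline phosphatase at 20 µM in the single-dose screen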
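Incubation: 30 min reaction at room temperature / Material: purified bovine intestinal alkaline phosphatase (IAP) enzyme / Input: enzyme at 1/65,000,000 dilution / Dosing: 20 µM single dose / Signal: CDP-star luminescence signal / Reagent: CDP-star chemiluminescent phosphatase substrate, 30 µM final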
Lmaj promast: reduces viability of Leishmania major promastigotes. AID 1063. 9% of 200,000 active. inhibition, % at 10 µM. resazurin fluorescence viability; in the data active = inhibition above about 50%;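 note: promastigotes grown with compound for 44 hours at 28 °C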
TNAP inh no acc: TNAP (human) inhibition, acceptor-free conditions; purified TNAP, CDP-star luminescence, 30 min; inhibition, % at 20 µM; P05186; 0.26% of 200,000 active;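 active = tissue-nonspecific alkaline phosphatase inhibition above about 50% at 20 µM in the single-dose screen, limit read from the data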;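 note: 0% = DMSO negative control and 100% = EDTA positive control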
APP 5UTR inh: APP translation inhibition; AID 1285; 0.82% of 190,000 active; inhibition, % at 2 µM; SH-SY5Y APP 5'UTR-luciferase reporter, luminescence;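 active = inhibition above a set limit, derived from the sample mean plus 3 SD, cut at about 45% in these data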; note: values of inactives mirror those of a sister screen read the other way
RAM network inh: yeast RAM network inhibition; S. cerevisiae dse1pr::URA3 reporter, 5-FOA growth OD615, 2 d; analog-sensitive cbk1-as2 kinase mutant strain; inhibition, % at 50 µM; 1.8% of 190,000 active;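 active = inhibition above a set limit, 3 SD over mean compound inhibition, cut at about 8.4% in these data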;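 note: 0% = DMSO-only wells with no growth and 100% = 10 µM 1-NA-PP1 full growth; inhibition rescues growth on 5-FOA so higher OD means more RAM inhibition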
TNAP act hiacc: activators of human TNAP at high phosphate acceptor concentration; purified TNAP, CDP-star luminescence, 1 M DEA, 30 min; hits give high values; 0 = EDTA background, 1 = DMSO-only activity; activation factor at 20 µM; 200,000 tested, under 10 active;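 active = activation factor at least 2 at 20 µM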
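Assay system: human TNAP; Input: enzyme diluted 1/800 final; Reagent: CDP-star luminogenic substrate at 100 µM final; Timing: 30 min, room temperature; Signal: luminescence; Evaluation: TNAP activation factor scaled between EDTA and DMSO control wells.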
FLuc stim CS: firefly luciferase counter-screen for stimulation assays; activation factor at 10 µM; 200,000 tested, under 10 active; ATPlite luciferase biochemical, luminescence, 10 min; 0 = ATP-free wells, 1 = DMSO control;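 active = luciferase activation factor, scaled between plate controls, of at least 2 with compound at 10 µM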
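System: cell-free luciferase reagent; medium: PBS as buffer for the ATP substrate; doses: test compounds dosed from 2 mM stocks in 100% DMSO; incubation: 10 min, room temperature; measured by: luminescence from luciferase reaction; read-out: luciferase activation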
bIAP activator: increases bovine intestinal alkaline phosphatase activity. activation factor at 20 µM. 0.17% of 200,000 active. purified bovine IAP, CDP-star luminescence, 30 min; hits give high values; fold of DMSO-control signal, blank-subtracted;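 active = activation factor of 2 or more at 20 µM, a signal rise over negative controls twice the positive control's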
TNAP inh hi DEA: TNAP (human) inhibition, high acceptor. inhibition, % at 20 µM. 0.03% of 200,000 active. P05186. purified TNAP, CDP-star luminescence, 1 M DEA. AID 1135;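 active = over 50% inhibition of tissue-nonspecific alkaline phosphatase at 20 µM in the single-dose screen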;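 note: plate controls were DMSO wells for no effect and EDTA-quenched wells as full inhibition for full effect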
Numbers without * were called inactive; x = no result given. Rows were taken by chance, and some 13% of all compounds hit somewhere here.

Second line of a record – FLuc inh counter	bIAP inhibitor	Lmaj promast	TNAP inh no acc	APP 5UTR inh	RAM network inh	TNAP act hiacc	FLuc stim CS	bIAP activator	TNAP inh hi DEA
1) COc1ccc(C2CC(c3ccc(C)cc3)Nc3ncnn32)cc1 (stereo not given)
    -6	-2	-6	-5	-2	0.1	1	1.1	1	-2
2) O=S(=O)(NCC(O)COCc1ccco1)c1cccs1 (stereo not given)
    -3	-6	x	-10	x	3.1	1	1	1.1	-5
3) CCc1cccc2c(C=C(C#N)C#N)cn(CC(=O)N3CCCC3)c12
    -2	3	-2	1	0	3.3	1	1	1	5
4) COc1ccc(-c2nnn(CC(=O)N(CC(=O)NCCC(C)C)c3ccccc3)n2)cc1OC
    -7	-11	73*	-17	-16	1.6	1.1	1.1	1.1	-6
5) Cc1onc(-c2c(Cl)cccc2Cl)c1C(=O)NCC1CCCO1 (stereo not given)
    -4	4	-2	-9	0	-0.6	1	1	1	-2
6) O=C(CSc1ccc(-c2cccnc2)nn1)N1CCCc2ccccc21
    -11	2	3	14	10	1.5	1	1.1	1	-4
7) CCn1ccnc1CN1CCc2c([nH]c3ccccc23)C1C(C)(C)C (stereo not given)
    -1	6	52*	-8	-6	0.4	1	1	0.9	-4
8) Cc1cc(C)nc(NC(=O)c2cc(Br)ccc2Cl)n1
    -5	-4	19	-11	-12	0.1	1	1	1	-4
9) CN(C)CC(C)(C)CNS(=O)(=O)c1cccc(Cl)c1Cl
    -4	0	5	-27	-6	1.5	1	1	1	-5
10) CCCc1cc(=O)[nH]c(NCc2ccc(Cl)cc2)n1
    -6	29	8	-8	4	-0.6	1	1.1	0.7	-4
11) Cc1ccc2c(c1)[C@@H](O)C[C@@H](C)N2N=O
    -6	18	-3	-6	-28	-0.2	1	1.1	0.8	-2
12) Cc1ccc(Oc2ccc(C=O)cn2)cc1
    0	-20	2	-14	-17	1.9	1.1	1	1.2	-6
13) CCC1CCCCN1CCCNC(=O)C1CCC(Cn2c(=O)[nH]c3ccccc3c2=O)CC1 (stereo not given)
    -3	-13	-4	-4	5	1.6	1	1	1.1	-1
14) CC(Sc1nnc(-c2ccccc2)c(-c2ccccc2)n1)C(=O)N1CCc2ccccc21 (stereo not given)
    -6	7	47	12	-4	3.4	1	1.1	0.9	-1
15) Cc1onc(-c2c(Cl)cccc2Cl)c1C(=O)N1CCCc2ccccc21
    -3	-2	92*	-4	6	1.0	1	1	1	-3
16) O=C(C[n+]1cc(Br)cc(Br)c1)c1cccc([N+](=O)[O-])c1
    2	-3	28	22	-2	1.2	1	1	1	-2
17) COc1ccc(/C=N/Nc2nc(C)c([N+](=O)[O-])c(N(C)c3ccccc3)n2)cc1OC
    -8	11	7	4	4	5.2	1	1.1	0.9	0
18) CCCCCn1c(=O)[nH]c2cc(C(=O)NCCCN(C)Cc3ccccc3)ccc2c1=O
    0	-1	-1	0	12	-0.3	1	1	1	4
19) CN=c1scc(C)n1/N=C/c1ccc(O)cc1
    54*	-3	0	-4	-94	3.5	1	0.5	1	-2
20) CCOc1ccc(CCNC(=O)C2CCN(c3nn4c(=O)cc(C)nc4s3)CC2)cc1
    -1	-2	-2	-11	30	2.8	1.1	1	1	-5
21) CCC(C)OC1OC(CO)C(O)C(O)C1NC(C)=O (stereo not given)
    -7	11	-5	-16	-7	-0.1	1	1.1	0.9	-2
22) COc1ccc(C(=O)N[C@H](C(=O)NCc2ccco2)C(C)C)cc1
    -2	-2	-4	-7	4	2.0	1	1	1	-1
23) CC(C)(C)C1CCC(C(=O)OCC(=O)N2CCOCC2)CC1 (stereo not given)
    -2	4	-8	-8	-6	0.5	1	1	1	2
24) CCCCn1c(SCC(=O)OC)nc2c1c(=O)n(C)c(=O)n2C
    -10	5	-5	-1	13	2.0	1.1	1.1	1	-6
25) Cc1ccsc1CNC1C2CC3CC(C2)CC1C3 (stereo not given)
    -6	17	-2	-6	-9	0.4	1	1.1	0.8	-4
26) Cc1ccc(C(=O)N2CCN=C2SCc2ccc([N+](=O)[O-])cc2)cc1C
    1	0	-6	-4	33	1.4	1	1	1	2
27) CN(C)S(=O)(=O)c1ccc(N2CCCC2)c(C(=O)Nc2ccccc2OC(F)F)c1
    -2	-22	46	-8	-7	1.9	1	1	1.2	0
28) O=c1cc(CSc2nnc(Nc3ccccc3)s2)nc2sccn12
    -8	11	1	16	-17	1.7	1.1	1.1	0.9	-8
29) CC1CCN(C(=O)COC(=O)c2cc(Cl)cc(Cl)c2N)CC1
    -4	10	3	-15	5	0.3	1.1	1	0.9	-6
30) COc1ccc(NS(=O)(=O)c2cccc(C(=O)O)c2)cc1
    -6	1	-5	4	-12	-0.3	1	1.1	1	-4
31) CCC(=O)Nn1cnc2c(c1=O)C1(CCCCC1)Cc1ccccc1-2
    -6	4	44	-12	21	0.1	1.1	1.1	1	-7
32) CCOc1cc(C(=O)NC(C)C2CCCO2)cc(OCC)c1OCC (stereo not given)
    2	-2	9	-4	-3	1.6	1	1	1	3
33) COc1ccc(NC(=S)Nc2cccc(C(C)=O)c2)cc1OC
    1	8	0	-10	7	2.1	1	1	0.9	2
34) COc1ccc(C)cc1S(=O)(=O)N1CCN(S(=O)(=O)c2cc(C)ccc2OC)CC1
    -4	0	1	-6	-10	3.2	1	1	1	-3
35) O=C(NCc1ccncc1)C12CC3CC(CC(C3)C1)C2
    3	5	3	-11	1	1.6	1	1	0.9	1
36) O=C(N/N=C/c1cn(-c2ccccc2)nc1-c1cccs1)c1ccncc1
    14	3	38	-7	-26	-0.4	1	0.9	1	-4
37) O=C(CSc1nnc(CCCN2C(=O)c3cccc4cccc(c34)C2=O)n1-c1ccccc1)NCCCN1CCOCC1
    -2	-1	-2	4	-11	-0.7	1	1	1	4
38) NC(=O)CSc1ncc(-c2ccccc2)[nH]1
    -3	-9	-3	-14	4	-0.1	1.1	1	1.1	-8
39) CCOC(=O)C1C(c2ccc3c(c2)OCO3)NC(=O)NC1(O)C(F)(F)F (stereo not given)
    -5	6	1	-9	11	0.7	1	1.1	0.9	0
40) CCCN(CCC)S(=O)(=O)c1ccc(NC(=O)Cc2cccs2)cc1
    -3	40	37	-5	2	3.9	1	1	0.6	1
41) COc1ccc(C2=NN(c3nc(-c4ccccc4)c(CC(=O)O)s3)C(c3ccco3)C2)cc1 (stereo not given)
    0	-12	32	1	8	4.1	1	1	1.1	4
42) COC(=O)c1c(-c2ccncc2)csc1NC(=O)c1ccoc1C
    11	15	8	-14	-29	1.1	1	0.9	0.9	-3
43) COc1ccc(OC)c(Cc2nnc(CCC(=O)N3CCCCC3c3nccs3)o2)c1 (stereo not given)
    -2	-6	-6	-1	-35	0.5	1	1	1.1	-1
44) c1ccc(-c2cn(-c3ccccc3)c3[n+]2CCS3)cc1
    4	-6	17	-9	-5	0.7	1	1	1.1	0
45) CCOc1ccc(N=C2Sc3nc4ccc(C)cc4cc3CN2CCOC)cc1
    -4	-4	2	-8	-13	0.0	1	1	1	0
46) Cc1nc(Cc2nnc(SCc3nc(N)nc(Nc4ccccc4C)n3)o2)cs1
    -10	4	5	-4	-12	0.6	1.1	1.1	1	-10
47) Cc1cc(Cl)ccc1OCCCC(=O)NCCCn1ccnc1
    -8	-44	4	-8	-15	1.6	1.1	1.1	1.4	-5
48) O=C(Nc1ccc(-c2noc(CCc3ccccc3)n2)cc1)c1ccco1
    40	8	-7	-6	-173	1.6	1	0.6	0.9	-1
49) Cc1ccc(N=N/C(=C\O)C(=O)c2ccncc2)cc1
    -9	30	-5	-11	0	-0.6	1	1.1	0.7	0
50) COc1ccc(CC(=O)OC2CCCN(C)C2)cc1 (stereo not given)
    -5	-7	-7	-7	5	0.2	1	1.1	1.1	-3
51) CCOC(=O)Cc1csc(NC(=S)NC(=O)c2ccccc2Br)n1
    27	3	-13	-1	-8	8.6*	1	0.7	1	0
52) O=C(NCc1ccncc1)C(=O)N/N=C/c1ccccn1
    -3	-20	-6	-26	11	-0.1	1	1	1.2	-4
53) CCOC(=O)/C=c1\s/c(=C(\C#N)C(=O)OCC)n(-c2ccccc2)c1=O
    -15	18	6	-3	-4	2.8	1	1.2	0.8	-1
54) c1ccc2[nH]c(SCCN3CCOCC3)nc2c1
    15	7	-11	-12	-21	-0.3	1	0.8	0.9	-3
55) CCOc1ccc2nc(NC(=O)C(CC)Sc3nc(C)cc(=O)[nH]3)sc2c1 (stereo not given)
    6	-10	3	-2	-39	0.1	1	0.9	1.1	-5
56) O=C(Cn1c(-c2cscn2)nc2ccccc21)Nc1ccc2ccccc2c1
    -1	6	9	-10	-5	11*	1	1	0.9	-2

A run of entries of the results above:
Second line of a record – FLuc inh counter	bIAP inhibitor	Lmaj promast	TNAP inh no acc	APP 5UTR inh	RAM network inh	TNAP act hiacc	FLuc stim CS	bIAP activator	TNAP inh hi DEA
54) c1ccc2[nH]c(SCCN3CCOCC3)nc2c1
    15	7	-11	-12	-21	-0.3	1	0.8	0.9	-3
55) CCOc1ccc2nc(NC(=O)C(CC)Sc3nc(C)cc(=O)[nH]3)sc2c1 (stereo not given)
    6	-10	3	-2	-39	0.1	1	0.9	1.1	-5
56) O=C(Cn1c(-c2cscn2)nc2ccccc21)Nc1ccc2ccccc2c1
    -1	6	9	-10	-5	11*	1	1	0.9	-2

Screens from PubChem BioAssay.
